TrxR1 substrate: rat thioredoxin reductase 1 substrate activity | O89049 | purified TrxR1 substrate turnover, NADPH consumption readout | Potency, µM (top dose mostly 114 µM), for the others: top-dose activity change, negative = substrate turnover | hit rate 0.01% among 390,000; further: potency means the concentration at half of the fitted maximal effect; on the % scale 0 is the no-effect control and ±100 the full control effect; nearly all actives have a fitted effect of over 50% in size
Target sequence (O89049 whole entry, looked up): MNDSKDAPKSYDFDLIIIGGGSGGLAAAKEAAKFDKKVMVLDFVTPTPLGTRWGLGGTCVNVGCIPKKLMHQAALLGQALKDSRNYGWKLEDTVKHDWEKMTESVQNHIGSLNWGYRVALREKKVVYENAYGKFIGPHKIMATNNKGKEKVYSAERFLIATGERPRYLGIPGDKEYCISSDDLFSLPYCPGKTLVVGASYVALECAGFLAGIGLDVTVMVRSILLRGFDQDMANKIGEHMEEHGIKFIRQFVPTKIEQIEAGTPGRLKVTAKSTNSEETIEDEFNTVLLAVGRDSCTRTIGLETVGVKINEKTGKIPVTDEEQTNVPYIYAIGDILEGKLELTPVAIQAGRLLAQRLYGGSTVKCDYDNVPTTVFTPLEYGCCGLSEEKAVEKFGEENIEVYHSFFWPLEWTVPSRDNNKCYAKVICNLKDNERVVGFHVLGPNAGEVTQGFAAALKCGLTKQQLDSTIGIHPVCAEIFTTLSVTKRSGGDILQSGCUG
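Rat TrxR1, dispensed at 90 nM, was prereduced with 400 uM NADPH (final) for 5 min at ~22 deg C, then incubated with compound 15 min before 400 uM selenite. A first-read NADPH fluorescence drop versus no-compound background flagged substrates.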
GLS inhibitor: blocks human kidney-isoform glutaminase activity | hit rate 0.21% among 410,000 | Potency, µM (series often up to 45.5 µM), for the others: top-dose activity change, negative = inhibition, hits mostly inhibitors | GLS enzymatic activity, qHTS titration; further: potency means the concentration at half of the fitted maximal effect; on the % scale 0 is the no-effect control and ±100 the full control effect
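Enzyme dispensed in phosphate buffer (45 mM, pH 8.2, 0.02% Tween-20), compounds pinned in, then 1 mM L-glutamine solution and the glutamate oxidase–HRP–Amplex Red mix added; fluorescence read immediately and again after 30 min at room temperature.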
HP1b binding inh: HP1-beta chromodomain-methylated histone interaction inhibition; P83916; AlphaScreen HP1-beta / biotin-H3K9me3 peptide binding; Potency, µM (titrated, usually from 114 µM), inactives show top-dose activity change, negative = inhibition, hits mostly inhibitors; hit rate 0.56% among 390,000; AID 540317; further: potency means the concentration at half of the fitted maximal effect; nearly all actives have a fitted effect of over 70% in size; inactives centre near 23
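Compound inhibition of the preformed complex between 50 nM HP1-beta and 50 nM biotinylated H3K9me3 peptide was read by AlphaScreen. Buffer was PBS pH 7.4 with 0.01% Tween-20. Incubations ran 30 min at room temperature, with 10 ug/mL donor/acceptor beads.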
Pin1 inhibitor: inhibitors of human Pin1 | AID 504891 | hit rate 0.009% among 390,000 | Pin1 FP peptide displacement, HiFluor488, 10 min | Potency, µM (doses to about 115 µM), inactives show at the top dose activity, negative = inhibition, most hits filed as inhibitors | Q13526; active means well fitted inhibition curve with a large enough effect in the polarisation, with a control signal flat, not every such curve was filed as active; inconclusive means small, poorly fitted or top-dose-only effect, or effect the other way, or a change in a side signal; inactive means no such curve, though single readings can be large or run the other way; the % refers to the polarisation; further: potency means the concentration at half of the fitted maximal effect; on the % scale 0 is the no-effect control and ±100 the full control effect
TrxR1 inh: rat TrxR1 inhibition. O89049. recombinant rTrxR1, NADPH fluorescence consumption, selenite substrate. Potency, µM (doses to about 114 µM), for the others: at the highest dose activity change, negative = inhibition, hits mostly inhibitors. hit rate 1% among 390,000. AID 588453; further: potency means the concentration at half of the fitted maximal effect; on the % scale 0 is the no-effect control and ±100 the full control effect; nearly all actives have a fitted effect of over 65% in size
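Rat TrxR1 (90 nM in the dispensed reagent) was pre-reduced with 400 uM NADPH for 5 min at room temperature, then incubated with compound for 15 min. After 400 uM selenite was added, NADPH fluorescence (Ex 340/Em 450 nm) was followed for 8 min.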
PI4K2A block: blocks human PI4K2A kinase activity; purified PI4K2A, ADP-Glo luminescence, 1 h; active compounds read low; hit rate 0.13% among 420,000; Q9BTU6; activity change, negative = inhibition, % at 76.9 µM; in the data active means activity change below about -50%; inconclusive means mostly about -30% to -49%;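 further: -100% = wells without enzyme as full effect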
Target sequence (Q9BTU6 whole entry, looked up): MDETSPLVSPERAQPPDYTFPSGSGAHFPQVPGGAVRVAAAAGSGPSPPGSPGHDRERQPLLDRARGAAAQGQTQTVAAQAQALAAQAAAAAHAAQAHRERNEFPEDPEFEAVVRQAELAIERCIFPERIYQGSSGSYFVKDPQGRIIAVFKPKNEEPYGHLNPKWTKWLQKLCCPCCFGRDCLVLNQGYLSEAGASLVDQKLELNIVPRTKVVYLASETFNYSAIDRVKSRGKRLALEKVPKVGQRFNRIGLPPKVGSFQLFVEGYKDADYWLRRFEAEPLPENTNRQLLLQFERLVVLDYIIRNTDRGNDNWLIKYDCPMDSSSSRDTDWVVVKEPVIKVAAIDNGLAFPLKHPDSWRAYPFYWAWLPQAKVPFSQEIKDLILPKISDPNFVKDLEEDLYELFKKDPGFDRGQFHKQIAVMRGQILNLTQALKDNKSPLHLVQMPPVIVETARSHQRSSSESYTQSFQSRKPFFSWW
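ADP-Glo luminescence measured ADP generated by PI4K2A enzyme (4 ug/mL before mixing) with 1.2 mM PI substrate (pre-mix) and 300 microM ATP (pre-mix). Tris pH7.5 buffer with MgCl2, Triton X-100; 1 h reaction at ambient temperature.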
Tb PGK inh: inhibitors of T. brucei phosphoglycerate kinase | PGK/GAPDH coupled, Kinase-Glo luminescence, 60 min | hit rate 0.043% among 380,000 | AID 602233 | Potency, µM (doses to about 57.5 µM), for inactives: at the top dose activity change, negative = inhibition, hits mostly inhibitors; further: potency means the concentration at half of the fitted maximal effect; on the % scale 0 is the no-effect control and ±100 the full control effect; nearly all actives have a fitted effect of over 60% in size
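Recombinant glycosomal PGK reaction used 1,3-bisphosphoglycerate generated in-well by GAPDH (100nM final) in 100mM TEA pH 7.6, 5mM MgCl2, 0.01% Tween-20. After 60 minutes at room temperature, ATP was read by Kinase-Glo Plus luminescence end-point.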
USP1-UAF1 inh: USP1/UAF1 (human) deubiquitinase inhibition | recombinant USP1/UAF1, Ub-Rhodamine cleavage fluorescence | O94782 | hit rate 0.23% among 390,000 | AID 743255 | Potency, µM (highest dose often 57.1 µM), for inactives: at the highest dose activity change, negative = inhibition, actives largely listed as inhibitors; further: potency means the concentration at half of the fitted maximal effect; on the % scale 0 is the no-effect control and ±100 the full control effect; nearly all actives have a fitted effect of over 60% in size; inactives centre near -12
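Step one: compound is pinned into 1nM USP1/UAF1 in HEPES pH 7.8 buffer with TCEP. Step two: 15 min room-temperature incubation. Step three: Ub-Rho (150nM final) starts cleavage, tracked by fluorescence over six one-minute reads.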
IDH1 R132H inh: blocks human mutant IDH1 R132H enzyme; Potency, µM (highest dose often 76.6 µM), inactives show at the top dose activity change, negative = inhibition, actives largely listed as inhibitors; hit rate 0.093% among 390,000; IDH1-R132H enzyme, NADPH consumption, diaphorase/resazurin fluorescence; AID 602179; further: potency means the concentration at half of the fitted maximal effect; on the % scale 0 is the no-effect control and ±100 the full control effect; nearly all actives have a fitted effect of over 65% in size
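IDH1-R132H (0.5 ug/mL) preincubated 30 min with compound, then NADPH (0.016 mM) and alpha-KG (2 mM) added; 80 min at RT, pH 7.5. Remaining NADPH coupled via diaphorase/resazurin to fluorescence (540/590 nm); concentration-response curves normalized to no-enzyme control.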
The depositor's hits bear a star; i = inactive; ? = inconclusive; / = no result given; & = joins results of further samples; [ ] = dose if it differs, or a comment. Unless noted, the call rests on the fitted dose curve; in most records, active means well fitted curve in the direction sought with a large enough effect; inconclusive means small, poorly fitted or top-dose-only effect, or another doubt; inactive means no such curve, though single readings can be large; an effect the other way counts as inactive or inconclusive.

Every second line gives: TrxR1 substrate | GLS inhibitor | HP1b binding inh | Pin1 inhibitor | TrxR1 inh | PI4K2A block | Tb PGK inh | USP1-UAF1 inh | IDH1 R132H inh
CCCn1c(CCC(=O)O)nc2cc(S(=O)(=O)N(CC)CC)ccc21
→ -1% | 1% | 40%[activator] | 3% | 3% | 3 | -6% | -27% | -3%
OCC[C@H]1C[C@H](O)[C@@H](O)[C@@]2(Cc3ccccc3CCO2)O1
→ 2% | 0% | 34% | -2% | 5% | -3 | 6% | -14% | 0%
COc1ccc(Cn2c(SCC#N)nc3ccc(N4CCOCC4)cc3c2=O)cc1
→ -7%[57.1 µM] | -15% | 33% | 8% | 16%[57.1 µM] | 2 | -10% | -19% | 4%
Cc1cc(C(=O)NCC(=O)O)c(C)o1
→ 11% | -16% | 9% | 1% | 17% | -2 | -9% | ? | 0%
O=C(COC(=O)c1cccnc1Cl)c1ccc(F)cc1
→ -4% | 1% | 45%[activator] | 1% | 13% | -7 | -8% | -13% | -3%
COc1ccc(-n2c(=O)c3ccccc3n(Cc3cccc(C)c3)c2=O)cc1
→ 2% | 7% | 36% | -6% | 0% | 0 | -10% | -17% | 14%
CC(=O)c1cc(C(C)=O)c(C)nc1C
→ 0%[57.1 µM] | -5% | 51%[activator] | -2% | 29%[57.1 µM] | 2 | -5% | -13% | -6%
COC(=O)CSc1nc(-c2ccc(C)cc2)c2c(c1C#N)CCCC2
→ 7% | 11% | 73%[activator] | 2% | -1% | 2 | i | -12% | 0%
NC(=O)c1ccc(NC(=O)CSc2cn(CC(=O)N3CCOCC3)c3ccccc23)cc1
→ 5% | 0% | 53%[activator] | 4% | 11% | -3 | i | -12% | 5%
CC1CN(c2ccc([N+](=O)[O-])cc2Cl)CCN1S(C)(=O)=O (stereo unspecified)
→ 3% | 7% | -4% | -7% | 25% | -1 | -3% | -15% | -3%
Cc1ccc(-n2nc3c(N4CCC(C(=O)N5CCC(C)CC5)CC4)nnc(C)c3c2C)cc1
→ -3% | 0% | 29% | 12% | 3% | 3 | i | -7% | 9%
COc1ccccc1NC(=S)N1CCN(Cc2ccccc2)CC1
→ 7% | 9% | 12% | 4% | 0% | 6 | -17% | -13% | 4%
CCCOc1ccccc1OCC(=O)N1CCN(S(=O)(=O)c2ccc(Cl)cc2)CC1
→ 7% | 3% | 37% | -4% | 41%[activator] | -2 | i | -21% | 0%
O=C(CSC1=NCCS1)NC1CCCCC1
→ 1% | 0% | 11% | -2% | 11%[57.1 µM] | 8 | -10% | -17% | 7%
COc1ccccc1NC(=O)CCCC(=O)OCC(=O)c1ccc(F)cc1
→ 3% | 0% | 35% | -6% | 12% | -2 | -8% | -26% | -1%
CC(=O)NC1C(Oc2cccc(C)c2)OC2COC(c3ccco3)OC2C1O (stereo unspecified)
→ 2% | 0% | 41%[activator] | -3% | 4% | 1 | -7% | -14% | 3%
CCOC(=O)N1CCN(C(=S)NC(C)(C)C)CC1
→ -3% | -3% | 24% | -1% | ? | 0 | -2% | -20% | 4%
Cc1cccn2c(=O)c3cc(C(=O)N4CC(C)CC(C)C4)sc3nc12 (stereo unspecified)
→ 6% | 7% | 46%[activator] | 3% | ? | 0 | 1% | -8% | -6%
CCOc1ncccc1C(=O)NCCc1ccc(OC)cc1
→ 3% | -6% | 32% | 3% | 18% | 8 | -9% | -19% | 3%
O=C(O)c1ccccc1C(=O)NC1CCN(c2nccc(C(F)(F)F)n2)CC1
→ 1%[57.1 µM] | 4% | 22% | 4% | -1%[57.1 µM] | 0 | i | -22% | -3%
CN(C)C(=O)C1Cc2ccccc2CN1S(=O)(=O)c1ccc(F)cc1 (stereo unspecified)
→ -1% | -3% | 17% | -12% | 32% | -3 | -2% | -9% | 8%
COc1ccc(-c2nc3cnccn3c2NCc2ccccc2)cc1SC1CCCCC1
→ 25%[57.1 µM] | 3% | 59%[activator] | 37%[activator] | 21%[57.1 µM] | -2 | -4% | -26% | -10%
c1cc(CN2CCCCC2)cc(OCCCNc2nc3ccccc3s2)c1
→ 6%[57.1 µM] | -5%&14% | 17% | 1% | 11%[57.1 µM] | -14&0&1 | -7% | -22% | 16%
CCc1cccc(NC(=O)C2CCCN(S(=O)(=O)c3cccnc3)C2)c1 (stereo unspecified)
→ -8% | 0% | 51%[activator] | -3% | -9% | -3 | 0% | -7% | -7%
Cc1ccccc1CNCCSc1nnnn1C
→ 2% | 2% | 26% | 23% | 7% | -4 | -8% | -22% | 5%
COc1ccc(S(=O)(=O)N2CCC(NC(=O)C3CCCCC3)CC2)cc1
→ -1%[57.1 µM] | 4% | 39% | 0% | 14%[57.1 µM] | 0 | -10% | -16% | 1%
COC(=O)c1cc(C)nc2c1c(=O)nc(SCc1ccccc1Cl)n2C1CC1
→ -3%[57.1 µM] | -14% | 19%[57 µM] | 5% | 17%[57.1 µM] | 0 | -1% | -11% | 7%
COc1ccc(C2CC(=O)Oc3cc4c(cc32)OCO4)cc1 (stereo unspecified)
→ 2% | -5% | 47%[activator] | 0% | 9% | 4 | -6% | -25% | 4%[38.3 µM]
Cc1ccc(N(Cc2ccco2)C(=O)c2cccc(S(=O)(=O)N(C)C)c2)cc1
→ -7% | -6% | -9% | ? | -12% | 4 | 3% | -21% | 6%
Cn1cccc1CNC(=O)Nc1ccc(Cl)cc1
→ -2% | 9% | -23% | -7% | -18% | 2 | i | -12% | 5%
COC(=O)c1cc(NC(=O)Cc2cccs2)cc(C(=O)OC)c1
→ -3% | -1% | ? | 29% | -3% | -19 | -12% | -11% | -7%
Cc1ccc(N2C(=O)NC(NC(=O)C(C)(C)C)(C(F)(F)F)C2=O)cc1C (stereo unspecified)
→ -4% | 6% | 34% | 4% | 2% | -10 | 3% | 6% | -3%
CC(=O)Nc1ccc(NC(=O)COC(=O)Cc2c[nH]c3ccccc23)cc1
→ 5% | 11% | 22% | -14% | -5% | -6 | -15% | -20% | -4%
O=C(NCC1CCCO1)c1cc2n(n1)C(C(F)(F)F)CC(c1ccc(F)cc1)N2 (stereo unspecified)
→ -2%[57.1 µM] | 8% | 17% | -8% | -13%[57.1 µM] | -23 | 4% | 2% | -3%
C#CC1(NC(=O)NC(=O)c2c(F)cccc2F)CCCCC1
→ 5% | -3% | 48%[activator] | 0% | 18% | -3 | -9% | -16% | 12%
COc1ccccc1C(CNC(=O)C1CC(=O)N(Cc2ccc(C)cc2)C1)N1CCCC1 (stereo unspecified)
→ 6%[11.4 µM] | 4% | 10% | 0% | 13%[11.4 µM] | 0 | i | -4% | -2%
O=C(Cn1ccc([N+](=O)[O-])n1)N1CCCc2ccccc21
→ -8% | -4% | 14% | -6% | 13% | 0 | / | -6% | -1%
Cc1nn(C)c(C)c1Nc1ccc(N2C(=O)C3CC=CCC3C2=O)cc1[N+](=O)[O-] (stereo unspecified)
→ -1% | 17% | 7% | 0% | 14% | -22 | -7% | -26% | 6%
O=C1NC(=O)C2(CCCc3ccccc32)N1 (stereo unspecified)
→ -1% | -1% | 45%[activator] | -5% | 31%[activator] | 2 | -4% | -8% | 0%
CCn1nc(C(=O)OCC(=O)c2c[nH]c3ccccc23)c2ccccc2c1=O
→ 7% | -1% | 20% | 16% | 22% | -6 | -10% | -17% | -1%
O=C(CN(Cc1ccccc1Cl)C(=O)c1ccc(CN2CCOCC2)o1)NCc1ccccc1
→ -2% | 4% | 18% | -5% | -5% | -4 | -10% | -19% | -2%
CCc1ccc2occ(CC(=O)Nc3nnc(SC)s3)c2c1
→ 5% | 1% | 24% | 7% | -2% | -1 | -1% | -24% | -3%
O=C(CCN1C(=O)COc2ccccc21)N1CCCCC1
→ 4%[57.1 µM] | 2% | 11% | -8% | 13%[57.1 µM] | 2 | i | -2% | 3%
Cc1ccc(-n2nc(CC#N)c(C#N)c2N)cc1
→ -9% | 4% | 21% | 11% | -10% | 3 | -4% | -10% | 3%
COc1ccc(OC)c(-n2c(-c3ccc(C)cc3)n[nH]c2=S)c1
→ 7%[57.1 µM] | -16% | 15% | -7% | -9%[57.1 µM] | 1 | i | -17% | -3%
O=S(=O)(c1ccccc1)N1CCN(c2nnc(-c3ccccc3)c3ccccc23)CC1
→ -9% | -4% | -7% | 3% | 10% | -2 | i | -7% | 0%
COc1ccc(CCN(Cc2cc3cc(C)ccc3[nH]c2=O)C(C)=O)cc1OC
→ 5% | -7% | 50%[activator] | 0% | 19% | -4 | -7% | -16% | 1%
COc1cc(OC)cc(-n2c(=O)c3ccccc3n(Cc3ccccc3C#N)c2=O)c1
→ -2% | 12% | 21% | 1% | 20% | 2 | 6% | -10% | -19%
O=C(NC1CCCC1)C1CCN(c2cnccn2)CC1
→ 3%[11.4 µM] | -2% | 33% | 1% | -3%[11.4 µM] | -2 | -7% | -16% | 1%
Cc1ccccc1-n1ncc2c1CC(C)(C)CC2NC(=O)CSc1ccncc1 (stereo unspecified)
→ 0% | -7% | 24% | 0% | -7% | -4 | i | -17% | -1%

Compound activity as filed in PubChem BioAssay.

This is a subset. The share of hits here may be higher or lower than overall.
